From PubChem BioAssay
Wee1 degr inh = Wee1 degradation inhibitors, primary screen, cell-based, HeLa, Wee1K328M-luciferase, luminescence | HeLa Luc-Wee1K328M stability; 100% = proteasome inhibitor MG132 effect | reporter increase, % at 5 µM | hit rate 1.2% among 220,000 | AID 1321, 2008;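 active = activation above the mean of all tested compounds plus 3 SD, set per screening run, cut at about 8.8% in these data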;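 note: cells exposed to compound for 20 h before luminescence read; 0% = DMSO alone and 100% = MG132 at 30 µM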
Runt-CBFb FRET = inhibitors of RUNX1 Runt–CBFb binding, primary screen, biochemical, FRET, Cerulean-Runt, Venus-CBFb, uHTS; Runt-related transcription factor 1 (Homo sapiens) + Core-binding factor subunit beta …; Cerulean-Runt/Venus-CBFb FRET ratio 530/480, 1 h; inhibition, % at 20 µM; hit rate 0.46% among 220,000;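 active = inhibition over about 50% at 20 µM in the single-dose screen, limit read from the data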;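 note: 0% = DMSO wells and 100% = excess unlabeled CBFb competitor control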
Target sequence (Q01196 whole entry, looked up): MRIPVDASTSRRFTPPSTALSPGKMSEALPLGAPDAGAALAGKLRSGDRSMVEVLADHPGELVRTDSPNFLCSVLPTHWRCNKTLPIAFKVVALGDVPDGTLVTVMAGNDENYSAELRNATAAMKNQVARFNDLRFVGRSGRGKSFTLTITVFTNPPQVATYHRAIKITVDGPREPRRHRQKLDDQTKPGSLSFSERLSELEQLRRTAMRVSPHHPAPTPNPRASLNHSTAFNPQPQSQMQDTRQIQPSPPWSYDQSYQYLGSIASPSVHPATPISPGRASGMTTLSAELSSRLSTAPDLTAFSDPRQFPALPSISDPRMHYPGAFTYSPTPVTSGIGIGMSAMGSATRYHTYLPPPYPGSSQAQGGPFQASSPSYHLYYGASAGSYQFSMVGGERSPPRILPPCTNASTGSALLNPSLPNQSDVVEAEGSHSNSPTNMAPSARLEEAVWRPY
Target sequence (Q13951 whole entry, looked up): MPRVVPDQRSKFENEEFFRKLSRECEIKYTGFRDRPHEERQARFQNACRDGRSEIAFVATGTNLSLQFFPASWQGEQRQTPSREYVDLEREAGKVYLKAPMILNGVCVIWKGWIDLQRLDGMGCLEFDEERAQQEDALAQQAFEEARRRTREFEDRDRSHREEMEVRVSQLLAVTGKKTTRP
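test system = Cerulean-Runt domain fusion protein, energy donor | probe or stimulus = Venus-CBFb binding partner, 100 nM | incubation = two 1 h room-temperature incubations shielded from light | detection = fluorescence energy transfer, 422 nm excitation, 530/480 nm emission | measure = loss of energy transfer signal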
Runt-SMMHC FRET = inhibitors of RUNX1 Runt–CBFb-SMMHC binding, primary screen, biochemical, FRET, Cerulean-Runt, Venus-CBFb-SMMHC, uHTS; Cerulean-Runt/Venus-CBFb-SMMHC FRET ratio 530/480, 1 h; Runt-related transcription factor 1 (Homo sapiens) + Core-binding factor subunit beta …; AID 1434, 2008; inhibition, % at 20 µM; hit rate 0.74% among 220,000;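 active = mean inhibition across duplicate retests at 20 µM reaching about 50%, limit read from the data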;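 note: 0% = DMSO wells and 100% = wells with excess untagged CBFb-SMMHC; inhibitors lower the FRET ratio by blocking Runt binding to CBFb-SMMHC; some results filed as inactive read as strong as hits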
FXIa inh 1536 = human FXIa protease inhibitors, primary screen, biochemical, 1536-well; Coagulation factor XI (Homo sapiens), P03951; purified FXIa, Boc-Glu-Ala-Arg-AMC fluorogenic substrate; inhibition, % at 5 µM; hit rate 0.14% among 220,000; AID 798, 2007;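 active = inhibition of at least 40%; inactive = inhibition below 40%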;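 note: fluorescence of freed AMC excited at 355 nm; 0% = enzyme without compound and 100% = no enzyme blank; many of its hits are not listed in these tables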
KLK5 inh = human KLK5 protease inhibitors, primary screen, biochemical, 1536-well | Kallikrein-5 (Homo sapiens), Q9Y337 | recombinant hK5, fluorogenic AMC substrate cleavage | inhibition, % at 5 µM | hit rate 0.59% among 210,000 | AID 873, 2007;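 active = inhibition of 40% or more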;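 note: 0% = enzyme controls without compound and 100% = no-enzyme blanks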
14-3-3 Bad PPI = inhibitors of 14-3-3 zeta/Bad binding, primary screen, biochemical, TR-FRET, bovine 14-3-3 zeta; inhibition, % at 21.7 µM; 14-3-3 protein zeta/delta (Bos taurus), P63103; TR-FRET 14-3-3zeta/Dy647-pBad peptide displacement, 1 h; AID 781, 2007; hit rate 0.71% among 220,000;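 active = inhibition above about 70%, limit read from the data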;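 note: 0% = full 14-3-3 plus peptide FRET controls and 100% = background without 14-3-3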
Target sequence (P63103 whole entry, looked up): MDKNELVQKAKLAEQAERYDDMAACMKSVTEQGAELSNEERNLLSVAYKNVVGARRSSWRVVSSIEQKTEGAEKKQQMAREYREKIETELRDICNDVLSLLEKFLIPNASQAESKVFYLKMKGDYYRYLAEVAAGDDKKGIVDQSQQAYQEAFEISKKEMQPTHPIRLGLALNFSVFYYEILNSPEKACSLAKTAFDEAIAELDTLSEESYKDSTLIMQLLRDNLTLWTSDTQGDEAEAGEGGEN
Hck Nef HTS = inhibitors of Nef-activated human Hck kinase, primary screen, biochemical, Z-Lyte FRET, 384-well, Hck-YEEI | Tyrosine-protein kinase HCK (Homo sapiens), P08631 | AID 463187, 2010 | inhibition, % at 20 µM | hit rate 0.68% among 220,000 | Recombinant Hck-YEEI plus Nef, Z-Lyte FRET kinase assay;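 active = Hck-Nef kinase inhibition above about 50%, limit read from the data; inactive = inhibition below that limit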;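 note: 0% = DMSO with Hck plus Nef and 100% = Hck alone without Nef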
Thrombin inh = human alpha-thrombin inhibitors, primary screen, counter-screen for coagulation protease inhibitor project, biochemical, 1536-well, fluorogenic AMC substrate. Prothrombin (Homo sapiens), P00734. Boc-VPR-AMC fluorogenic substrate cleavage. inhibition, % at 5 µM. hit rate 0.26% among 220,000. AID 1046, 2008;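 active = inhibition at or above 40%; inactive = inhibition below 40%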;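 note: 0% = enzyme with no compound and 100% = wells without enzyme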
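Test system: human alpha-thrombin; medium: pH 7.5 Tris-saline with Tween 20; times: reaction at room temperature; signal: AMC fluorescence at 355 nm excitation and 460 nm emission; also added: Boc-VPR-AMC substrate, 15 µM final; dosing: one concentration per compound, 5 µM, with 0.2% DMSO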
FXIIa inh 1536 = human FXIIa protease inhibitors, primary screen, biochemical, 1536-well. inhibition, % at 5 µM. hit rate 0.3% among 220,000. purified FXIIa, Boc-QGR-AMC fluorogenic substrate, 2 h; in the data active = inhibition above about 40%;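 note: 0% = enzyme with no compound and 100% = blank without enzyme; many of its hits are not listed in these tables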
* = called active by the depositor; . = no result given; [ ] = dose if it differs, or a comment.

SMILES	Wee1 degr inh	Runt-CBFb FRET	Runt-SMMHC FRET	FXIa inh 1536	KLK5 inh	14-3-3 Bad PPI	Hck Nef HTS	Thrombin inh	FXIIa inh 1536
CCOc1c(Br)cc(/C=C2\C(=O)N(CCC#N)N=C2C)cc1OC	0	1	0	6	9	1[fluorescence artefact?]	11	2	12
CC(C)Cn1nc(C(=O)OCC(=O)NCC(F)(F)F)c2ccccc2c1=O	-2	1	0	9	13	5	16	9	22
COc1cccc(CC2(CO)CCN(Cc3cn(C)nc3C)CC2)c1	-1	4	0	3	3	0	7	-3	8
COc1cc(NC(=O)CN2CCN(S(=O)(=O)c3ccc(C(C)C)cc3)CC2)cc(OC)c1	4	-8	-1	15	40*	-3	-1	10	26
CC(=O)Nc1ccc(NC(=O)Cn2cc3c(n2)CCCC3)cc1	-3	1	1	-3	-7	-10	-1	1	2
NC1=NC(c2ccc(Br)cc2)n2c(nc3ccccc32)N1 (stereo not given)	-3	1	7	2	-1	-16	1	1	12
COc1ccc(C2CC(=O)Oc3c(C(CCN4CCCCC4)c4ccc(N(C)C)cc4)c(OC)cc(OC)c32)cc1 (stereo not given)	.	0	3	-2	1	-2	21	-1	7
COc1c(CC=C(C)C)cc(C2CC(=O)c3c(O)cc(O)cc3O2)cc1CC=C(C)C (stereo not given)	.	1	2	4	2	6	19	6	18
COc1ccc(Cl)cc1NC(=O)C1CSC(c2ccncc2)=N1 (stereo not given)	0	-3	0	-4	-7	7	-6	-4	2
CC(=O)Nc1ccc(C(=O)/C=C/c2ccco2)cc1	6	13	-4	-6	-2	5	3	-9	1
O=C(O)CN1C(=O)COc2cc(S(=O)(=O)N3CCCC3)ccc21	-1	2	3	0	-18	8	23	-10	7
C/C(=N\NC(=O)c1cccnc1)c1ccc(C)c([N+](=O)[O-])c1	2	0	-3	-2	-15	-6	7	-2	0
COC(=O)/C=C1/S/C(=N/NC(=O)c2ccccc2C)NC1=O	0	-2	-1	-1	-7	-10	0	-2	12
CC(C)CN1CC(C(=O)O)CC1=O (stereo not given)	-2	-1	-2	-5	-2	0	18	-10	3
COc1ccc(CCN2C(=O)CC(Nc3ccc(N4CCOCC4)cc3)C2=O)cc1OC (stereo not given)	-1	1	6	-4	-10	5	-1	-2	6
O=C1C2=C(c3ccccc31)[N+](=O)[C@@H]1CCCC[C@@H]1N2[O-]	-3	-3	-4	2	-14	-10	3	-9	20
COCCN(C(=O)Cc1cccs1)C(C(=O)NCc1ccc(OC)cc1)c1ccc(C(C)C)cc1 (stereo not given)	-1	-4	3	-6	-8	-13	-1	-12	13
COc1ccccc1CN(Cc1ccco1)S(=O)(=O)c1ccc(-n2cnnn2)c(OC)c1	-1	-1	-3	-1	-7	-8	2	-5	-9
N#Cc1ncc(-c2ccc3c(c2)OCCOCCOCCOCCOCCO3)nc1C#N	-3	-1	-4	5	-8	-4	10	-1	4
COc1cc(C2OC(=O)c3ccccc3S2)cc(OC)c1OC (stereo not given)	4	-1	2	-1	-2	0	3	-5	5
O=C(COc1ccc(Cl)cc1)NC1=NN(c2ccccc2)C(=O)C1	3	-5	-2	4	-7	-17	5	-4	2
CC1(C)CC(=O)C2=C(C1)N(c1ncn[nH]1)C(N)=C(C#N)C2c1ccccc1 (stereo not given)	3	2	3	5	-33	-5	2	-6	10
CSc1ncccc1C(=O)NCC12CC3CC(CC(C3)C1)C2	-1	-3	1	-3	1	-11	14	-8	4
O=C(O)C1CSC(c2ccco2)N1 (stereo not given)	-3	2	-5	-2	-4	26	10	-1	2
Cc1nc2cc(C(=O)OCC(=O)NC3CCS(=O)(=O)C3)ccc2n1-c1ccccc1 (stereo not given)	0	1	-1	-7	28	-7	1	-6	3
CN1CCc2c(sc3nc(SCC(N)=O)n(-c4ccccc4)c(=O)c23)C1	1	2	-6	4	-2	3	-7	5	18
Cc1cccc(NC(=O)CSc2ccc(-c3cccs3)nn2)c1C	-1	-2	-3	1	2	5	-1	-9	1
COc1ccccc1NC(=O)Cc1noc(CSc2cc(C)c3ccccc3n2)n1	-3	1	-6	-10	-13	-16[fluorescence artefact?]	-1	0	-10
Cc1ccnc(NS(=O)(=O)c2ccc(NC(=O)c3cncc(Br)c3)cc2)n1	7	0	4	3	-26	-2[fluorescence artefact?]	3	-1	8
CCC(CC)C(=O)Nc1cccc(C(=O)NCCc2ccccc2)c1	7	-3	1	3	1	-2	27	-4	9

A second format for part of the listing above:
Compound | Wee1 degr inh | Runt-CBFb FRET | Runt-SMMHC FRET | FXIa inh 1536 | KLK5 inh | 14-3-3 Bad PPI | Hck Nef HTS | Thrombin inh | FXIIa inh 1536
N#Cc1ncc(-c2ccc3c(c2)OCCOCCOCCOCCOCCO3)nc1C#N | -3 | -1 | -4 | 5 | -8 | -4 | 10 | -1 | 4
COc1cc(C2OC(=O)c3ccccc3S2)cc(OC)c1OC (stereo not given) | 4 | -1 | 2 | -1 | -2 | 0 | 3 | -5 | 5

Going on with the list:
SMILES	Wee1 degr inh	Runt-CBFb FRET	Runt-SMMHC FRET	FXIa inh 1536	KLK5 inh	14-3-3 Bad PPI	Hck Nef HTS	Thrombin inh	FXIIa inh 1536
O=C(CNC(=S)N(Cc1ccccc1F)C1CCCCC1)NC1CC1	1	4	3	15	-33	-11[fluorescence artefact?]	-1	-2	22
CCCCSc1cc(=O)[nH]c(N)n1	-1	2	-1	-1	-3	-11	8	-3	4
COC(=O)c1ccc2nc(Nc3nc4c(F)cc(F)cc4s3)sc2c1	-3	42	69	-16	-80	49[fluorescence artefact?]	22	-26	-33
CCc1nccn1S(=O)(=O)c1ccc(OC)c(C)c1C	-1	-1	-2	1	-11	-12	2	-6	6
COC(=O)c1nn(-c2ccccc2)c(Cl)c1/C=N/O	1	0	2	8	-30	-3	19	1	6
COC(=O)c1ccc(S(=O)(=O)N(C2CCCCC2)C2CCCCC2)n1C	2	0	-5	17	7	6	-4	6	22
COc1ccc(C)cc1S(=O)(=O)N(CC(=O)O)c1ccc(F)cc1	6	3	-3	-9	3	10[fluorescence artefact?]	-4	-3	-11
O=C(O)c1ccc(Oc2ccc(C(F)(F)F)cn2)cc1	-1	1	2	13	-3	-1	20	-3	8
O=C1CCCc2nc(N3CCCCC3)sc21	-2	0	1	3	-3	-1	-2	3	17
N#C/C(=C/C=C/c1ccccc1)C(=O)Nc1ccccc1	1	.	-9	7	3	2	4	4	22
Cc1ccc(CSc2ccc(C(=O)N3CCOCC3)cc2[N+](=O)[O-])cc1	2	1	-1	-1	-7	1	17	-10	0
N/C(=N\OC(=O)c1cc(-c2ccccc2)nc2ccccc12)c1ccncc1	3	-5	-3	-1	-15	2	1	0	17
Cn1c(C(=O)N2COCC2(C)C)cc2c(=O)n3ccccc3nc21	1	12	36	-22	-77	-5	20	-16	-20
Cc1cccc2sc(NC(=O)C3=NN(c4ccccc4)C(=O)CC3)nc12	-2	0	-1	2	-6	-8	0	-16	12
COCCn1c(=O)[nH]c2cc(C(=O)OC)ccc2c1=O	-1	2	3	-15	-1	-5	3	-8	-3
Cc1ccc(C)c(C(=O)COc2ccc(C)nc2[N+](=O)[O-])c1	1	12	2	-3	-10	-1	10	7	20
Cc1nc(/C(=N/O)C(N)=O)cs1	5	0	2	12	3	-3	7	0	5
CCSc1nnc(NC(=O)Cc2ccc(OC)c(S(=O)(=O)N3CCOCC3)c2)s1	1	0	5	4	-8	7	3	2	13
COc1ccc(OCC(=O)N/N=C/C2CC=CCC2)cc1 (stereo not given)	3	-1	32	-1	-2	-3	15	14	10
COc1ccccc1CC(=O)Nc1ccc(-c2nnc(-c3ccco3)o2)cc1	3	0	-1	-11	-5	5	1	-10	-4
Cc1sc2nc(-c3ccco3)oc(=O)c2c1C	-1	0	-9	6	9	7	-1	2	20
Cc1cc(O)c(-c2cc(C(=O)Nc3ccc(S(=O)(=O)N4CCOCC4)cc3)[nH]n2)cc1C	-1	-2	-1	-2	-26	-5[fluorescence artefact?]	0	-6	1
Cc1cc(C)cc(N(CC(=O)NCc2ccco2)C(=O)CCC(=O)Nc2ccccn2)c1	-3	0	2	9	-14	10	-1	3	7

Entries shown so far that have a halogen:
SMILES	Wee1 degr inh	Runt-CBFb FRET	Runt-SMMHC FRET	FXIa inh 1536	KLK5 inh	14-3-3 Bad PPI	Hck Nef HTS	Thrombin inh	FXIIa inh 1536
CCOc1c(Br)cc(/C=C2\C(=O)N(CCC#N)N=C2C)cc1OC	0	1	0	6	9	1[fluorescence artefact?]	11	2	12
CC(C)Cn1nc(C(=O)OCC(=O)NCC(F)(F)F)c2ccccc2c1=O	-2	1	0	9	13	5	16	9	22
NC1=NC(c2ccc(Br)cc2)n2c(nc3ccccc32)N1 (stereo not given)	-3	1	7	2	-1	-16	1	1	12
COc1ccc(Cl)cc1NC(=O)C1CSC(c2ccncc2)=N1 (stereo not given)	0	-3	0	-4	-7	7	-6	-4	2
O=C(COc1ccc(Cl)cc1)NC1=NN(c2ccccc2)C(=O)C1	3	-5	-2	4	-7	-17	5	-4	2
Cc1ccnc(NS(=O)(=O)c2ccc(NC(=O)c3cncc(Br)c3)cc2)n1	7	0	4	3	-26	-2[fluorescence artefact?]	3	-1	8
O=C(CNC(=S)N(Cc1ccccc1F)C1CCCCC1)NC1CC1	1	4	3	15	-33	-11[fluorescence artefact?]	-1	-2	22
COC(=O)c1ccc2nc(Nc3nc4c(F)cc(F)cc4s3)sc2c1	-3	42	69	-16	-80	49[fluorescence artefact?]	22	-26	-33
COC(=O)c1nn(-c2ccccc2)c(Cl)c1/C=N/O	1	0	2	8	-30	-3	19	1	6
COc1ccc(C)cc1S(=O)(=O)N(CC(=O)O)c1ccc(F)cc1	6	3	-3	-9	3	10[fluorescence artefact?]	-4	-3	-11
O=C(O)c1ccc(Oc2ccc(C(F)(F)F)cn2)cc1	-1	1	2	13	-3	-1	20	-3	8
